# FLuc stim CS = affects firefly luciferase, flagging false hits in luciferase stimulation screens; ATPlite luciferase biochemical, luminescence, 10 min; 0 = ATP-free wells, 1 = DMSO control; activation factor at 10 µM; 200,000 tested, under 10 active; AID 1027;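 active = luciferase activation factor, scaled between plate controls, of at least 2 with compound at 10 µM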
# Target sequence (P08659 whole entry, looked up): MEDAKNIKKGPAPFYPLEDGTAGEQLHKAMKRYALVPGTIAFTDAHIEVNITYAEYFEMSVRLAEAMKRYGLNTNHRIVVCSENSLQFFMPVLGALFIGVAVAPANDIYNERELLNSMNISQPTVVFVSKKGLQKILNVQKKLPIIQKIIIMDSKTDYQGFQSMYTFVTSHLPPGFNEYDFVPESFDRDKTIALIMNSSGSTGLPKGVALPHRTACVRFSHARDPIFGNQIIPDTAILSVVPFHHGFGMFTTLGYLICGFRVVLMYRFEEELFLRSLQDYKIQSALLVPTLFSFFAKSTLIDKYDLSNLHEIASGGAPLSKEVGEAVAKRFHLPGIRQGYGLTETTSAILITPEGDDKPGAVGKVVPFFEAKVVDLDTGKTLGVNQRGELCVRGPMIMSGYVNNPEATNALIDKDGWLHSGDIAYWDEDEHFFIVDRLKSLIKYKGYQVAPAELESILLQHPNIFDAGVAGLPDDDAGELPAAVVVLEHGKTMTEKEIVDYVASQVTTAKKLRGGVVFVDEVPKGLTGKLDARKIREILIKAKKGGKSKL
#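 assay system = Luciferase/luciferin detection reagent, cell-free biochemical luciferase assay | also added = ATP substrate | times = 10 min post-reagent at room temperature | measured by = luminescence from luciferase reaction | measure = luciferase activation, seen as luminescence increase over controls | benchmarks = low control with PBS replacing ATP, high control enzyme plus ATP without compound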
# FLuc inh counter = inhibits firefly luciferase, flagging false hits in luciferase inhibition screens. inhibition, % at 10 µM. 1.5% of 200,000 active. ATPLite firefly luciferase biochemical luminescence, 10 min;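 active = inhibition above about 50% when tested at 10 µM, limit read from the data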
# NF-kB neuron act = NF-kB expression increase, human neuronal cells | NF-kB reporter expression; active compounds read high | 1.6% of 190,000 active | fold change at 12.5 µM; in the data active = fold change above about 3.3
# STAT3 blocker = STAT3 signaling inhibition; U3A cells, IL-6 STAT3-luciferase reporter, luminescence; host cell line lacks STAT1; inhibition, % at 5.5 µM; 0.89% of 190,000 active; AID 862;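 active = inhibition above the mean inhibition across all screened compounds plus 3 SD, cut at about 44% in these data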;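 also: 0% = DMSO only wells and 100% = 100 µM nifuroxazide control wells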
# ROMK mod = modulates human ROMK potassium channel activity; Tet-inducible ROMK, thallium flux fluorescence; actives lie on both sides; 2% of 130,000 active; B-score at 10 µM; P48048;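 active = signal ratio slope over the read window, or its plate-corrected B-score, at least 3 SD from the plate mean, either direction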;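 also: B-score of the F/F0 ratio slope over 7 to 12 s after thallium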
# Target sequence (P48048 whole entry, looked up): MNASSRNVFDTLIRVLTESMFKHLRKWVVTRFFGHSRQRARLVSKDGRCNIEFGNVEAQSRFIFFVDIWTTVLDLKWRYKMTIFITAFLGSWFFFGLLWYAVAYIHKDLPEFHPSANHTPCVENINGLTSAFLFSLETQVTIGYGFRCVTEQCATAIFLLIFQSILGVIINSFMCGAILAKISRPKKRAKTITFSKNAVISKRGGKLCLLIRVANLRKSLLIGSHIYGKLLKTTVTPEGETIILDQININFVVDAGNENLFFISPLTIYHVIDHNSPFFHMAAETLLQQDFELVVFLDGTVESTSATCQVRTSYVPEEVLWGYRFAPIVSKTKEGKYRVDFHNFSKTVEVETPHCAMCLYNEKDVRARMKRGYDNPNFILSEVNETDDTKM
# STAT3 activator = increases IL-6 driven STAT3 reporter signal. 0.91% of 190,000 active. activation (% of control), % at 5.6 µM. U3A cells, IL-6 STAT3-luciferase reporter, luminescence; 100% = signal with IL-6 EC80 alone;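 active = activation above the screen-wide mean of compound activation plus 3 SD, cut at about 130% in these data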;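 also: 0% = background luminescence of wells with medium and substrate only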
#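 Assay system – human STAT1-deficient U3A cells with stable STAT3-luciferase reporter · Also added – IL-6 (33 ng/mL) · Schedule – compound 1 h, then IL-6 6 h at 37 °C · Technique – reporter luminescence signal · Evaluation – % activation versus median of IL-6-stimulated wells · Benchmarks – IL-6-only wells as 100% reference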
# STAT1 inh = inhibitors of IFN-gamma induced STAT1 signaling; NIH 3T3 STAT1-luciferase reporter, luminescence; inhibition, % at 5.5 µM; 0.35% of 200,000 active;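 active = inhibition above a set limit, the mean inhibition across all tested compounds plus 3 SD, cut at about 34% in these data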;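 also: 0% = IFN-gamma with DMSO and 100% = IFN-gamma with 300 µM nifuroxazide; values of inactives mirror those of a sister screen read the other way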
# APP 5'UTR act = APP 5'UTR luciferase reporter activation. SH-SY5Y APP 5'UTR luciferase reporter, luminescence; zero percent = DMSO vehicle wells. activation, % at 2 µM. 1% of 190,000 active. AID 1276;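 active = activation above a set limit, based on mean plus 3 SD of controls, cut at about 140% in these data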; also: values of inactives mirror those of a sister screen read the other way
# APP transl inh = APP translation inhibition; SH-SY5Y APP 5'UTR-luciferase reporter, luminescence; inhibition, % at 2 µM; 0.82% of 190,000 active; AID 1285;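 active = inhibition above a set limit, derived from the sample mean plus 3 SD, cut at about 45% in these data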; also: values of inactives mirror those of a sister screen read the other way
# STAT1 activator = increases IFN-gamma driven STAT1 reporter signal; activation (% of control), % at 5.5 µM; NIH 3T3 STAT1-luciferase reporter, luminescence; 100% = IFN-gamma alone, no compound; 2.6% of 200,000 active;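 active = activation above the screen-wide mean activation plus 3 SD, cut at about 130% in these data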;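 also: raw ratio to IFN-gamma control signal so 100% means no change and 0% no light; values of inactives mirror those of a sister screen read the other way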
# An asterisk follows results filed as active; x = no result given.
SMILES	FLuc stim CS	FLuc inh counter	NF-kB neuron act	STAT3 blocker	ROMK mod	STAT3 activator	STAT1 inh	APP 5'UTR act	APP transl inh	STAT1 activator
Cc1ccc(-n2c(-c3nn(C)cc3Cl)n[nH]c2=S)cc1	0.9	7.6	1.16	6.8	0.295	94.5	6.3	0.9	-0.9	94.5
COc1ccc2c(c1)c1ncn(CCCN3CCOCC3)c(=O)c1n2C	1	-1.2	1.25	-4.4	x	104.9	7.6	-6.0	6.0	93.0
COc1nnc(-c2ccc(N3CCOCC3)c(NC(=O)c3ccc(C)cc3)c2)c2ccccc12	1	-2.9	0.69	-1.4	x	101.4	-1.3	28.3	-28.3	101.2
O=[N+]([O-])c1cccc(CSc2cccc[n+]2[O-])c1	1.1	-5.7	1.07	-0.6	1.01	104.9	4.5	11.9	-11.9	97.3
c1cn(CCCNc2ncnc3nc[nH]c23)cn1	1.1	-7.1	0.96	14.7	x	94.7	-2.4	6.7	-6.7	102.2
COc1ccc(CCCC(=O)NC2CCCCC2)cc1	1.1	-6.0	0.96	8.5	x	96.4	-0.8	9.6	-9.6	100.7
Cc1noc(NS(=O)(=O)c2ccc(NC(=O)c3ccc(OC(C)C)cc3)cc2)c1C	0.8	25.0	1.04	8.2	0.306	100.2	-3.7	-15.6	15.6	103.7
N#Cc1c(C(F)(F)F)cc(-c2ccccc2)[nH]c1=O	1	-1.0	1	-2.4	x	106.8	-2.1	7.6	-7.6	101.9
CCc1nnc(NC(=O)c2cccs2)s1	0.9	6.9	1.6	16.4	x	93.4	-38.0	x	x	134.3*
Cc1cccc(NC(=O)COn2nnc3ccc(S(C)(=O)=O)cc32)c1	1	-0.2	1.07	9.8	0.113	96.4	-0.4	-17.4	17.4	100.3
CCc1ccc2c(c1)C(c1ccc(N3CCOCC3)cc1)=NNC(c1ccncc1)=N2	1.1	-7.2	0.46	5.7	0.388	98.6	6.6	0.3	-0.3	93.5
O=C(Nc1ccc(N2CCCCC2)cc1)c1cncc(Br)c1	0.7	30.0	4.05*	8.0	x	98.4	-36.9	108.1	-108.1	133.7*
CCCN(CC(=O)Nc1cc(Cl)cc(Cl)c1)CC(=O)Nc1ccc(F)c(F)c1F	1	-4.3	0.59	-3.6	x	102.1	2.5	1.7	-1.7	97.8
CCOC(=O)CSc1c(-c2cccs2)[nH]c2ccccc12	1	-3.6	1.07	-5.9	0.0517	102.7	-1.6	-3.7	3.7	103.8
COc1ccc(S(=O)(=O)Nc2ccc(CC#N)cc2)cc1	1.1	-7.6	0.89	6.4	x	97.0	6.7	23.5	-23.5	93.9
c1ccc2c(c1)ncn2CCN1CCCCC1	1	-2.3	1.1	2.4	x	101.2	3.0	4.1	-4.1	97.2
Cn1c2ccccc2c(=O)c2c(=O)n(C3CCCCCC3)c(C3CCCCC3)nc21	1.1	-10.2	0.92	-4.1	x	102.2	1.0	-12.2	12.2	99.0
CC1CCCCC1NC(=O)COC(=O)CNC(=O)c1cccc(F)c1 (stereo unspecified)	1	-1.8	1.23	18.7	-2.15*	86.5	-3.0	-17.9	17.9	102.1
COc1ccc(S(=O)(=O)N2CCCCCC2)cc1	1.1	-6.8	0.78	-2.8	-0.337	99.8	3.1	-2.6	2.6	97.1
CCOC(=O)C1=C(C)N=C2SC(C)C(=O)N2C1c1ccc(OC(C)=O)c(OCC)c1 (stereo unspecified)	1.1	-5.7	1.19	2.4	0.235	100.3	0.3	1.2	-1.2	99.7
Cc1ccc(C(=O)CSc2cnc3ccccc3n2)cc1C	1	-1.6	1	54.2*	-0.488	56.4	-20.0	154.3*	-154.3	117.6
OC1CCN(Cc2nc(Cc3ccccc3Cl)no2)CC1	1.1	-5.1	1.58	3.5	0.48	100.8	-0.2	11.8	-11.8	98.7
C/C(=C\c1ccccc1)C(=O)NCCc1ccccc1	0.7	33.8	4.52*	28.5	0.0977	79.9	-7.0	177.4*	-177.4	105.2
COc1ccc(S(=O)(=O)NCCc2cn3cccc(C)c3n2)cc1OC	1	-3.6	1.1	2.9	x	105.2	-6.7	8.5	-8.5	106.0
Cc1nc2ccc(S(=O)(=O)NC(C(=O)NC3CCCC3)C(C)C)cc2s1 (stereo unspecified)	1	-3.3	1.23	-5.7	x	108.6	-5.2	7.8	-7.8	104.7
CC1(C(=O)NC2CCCCCCC2)CC1(Cl)Cl (stereo unspecified)	1	-3.3	1.09	0.0	x	105.3	-1.1	-11.0	11.0	101.0
O=C(Cn1nnc(-c2ccccc2)n1)NNC(=O)c1ccco1	1	-4.5	1.08	-0.3	x	103.2	-8.8	6.9	-6.9	106.1
COc1ccccc1NC(=S)NC1CCC(CC2CCC(NC(=S)Nc3ccccc3OC)CC2)CC1 (stereo unspecified)	1.1	-5.0	1.06	-12.4	x	106.3	-1.8	-8.6	8.6	101.7
COc1ccccc1NC(=O)CN(c1ccc([N+](=O)[O-])cc1)S(=O)(=O)c1ccccc1	1.1	-5.0	0.8	-0.5	x	102.7	5.8	-1.7	1.7	94.8
Cc1cccc[n+]1CC(=O)Nc1cccc([N+](=O)[O-])c1	1	-4.6	1.11	2.3	-0.0946	100.1	-8.8	-22.8	22.8	106.4
COc1ccccc1CNC(=O)CCS(=O)(=O)c1cccs1	1	-3.9	1.03	-3.0	x	108.1	-4.2	-6.2	6.2	102.8
CCN(Cc1ccccc1)C1CCN(Cc2ccc(SC)cc2)CC1	1	-2.5	0.72	6.3	-0.132	98.9	-5.7	20.7	-20.7	103.4
S=C(NCCSCc1ccc(Cl)cc1)Nc1ccccc1	1.1	-6.7	1.09	9.1	x	96.6	4.8	6.0	-6.0	95.7
COc1ccc(N=C2CCCN2CC(N)=O)cc1	1.1	-7.1	1.07	-0.8	x	105.2	-3.2	11.7	-11.7	102.9
CCOC(=O)c1ccc(NC(=O)N2CC(C)OC(C)C2)cc1 (stereo unspecified)	1	2.8	1.06	6.4	0.000698	97.0	-10.4	9.3	-9.3	109.6
Cc1ccc(C)c(S(=O)(=O)Nc2nc(C)c(C(=O)Nc3ccccc3)s2)c1	1	-3.0	1.08	3.0	-0.0114	96.8	2.6	-15.3	15.3	97.7
CCCC(=O)Nc1cc(C(F)(F)F)ccc1N1CCOCC1	1	1.6	1.23	8.8	-1.18	99.8	-2.4	6.2	-6.3	100.2
CC(C)(Cc1nc2ccccc2[nH]1)C(=O)O	1	-3.0	1	4.0	0.861	101.8	-7.6	5.2	-5.2	107.0
Cc1ccc(-n2c(C)cc(/C=N/Nc3ccc([N+](=O)[O-])cn3)c2C)c(C)c1	1	0.3	1.01	-5.2	x	109.0	-2.7	17.1	-17.1	102.5
COc1ccc(OCC(=O)Nc2cccc(-c3nc4ccccc4o3)c2)cc1	0.9	14.9	1.75	4.6	-0.2	98.2	-52.6	113.1	-113.1	148.3*

# Two records picked at random from the list so far:
SMILES	FLuc stim CS	FLuc inh counter	NF-kB neuron act	STAT3 blocker	ROMK mod	STAT3 activator	STAT1 inh	APP 5'UTR act	APP transl inh	STAT1 activator
Cc1noc(NS(=O)(=O)c2ccc(NC(=O)c3ccc(OC(C)C)cc3)cc2)c1C	0.8	25.0	1.04	8.2	0.306	100.2	-3.7	-15.6	15.6	103.7
COc1ccccc1NC(=S)NC1CCC(CC2CCC(NC(=S)Nc3ccccc3OC)CC2)CC1 (stereo unspecified)	1.1	-5.0	1.06	-12.4	x	106.3	-1.8	-8.6	8.6	101.7

# Going on with the list:
SMILES	FLuc stim CS	FLuc inh counter	NF-kB neuron act	STAT3 blocker	ROMK mod	STAT3 activator	STAT1 inh	APP 5'UTR act	APP transl inh	STAT1 activator
Cc1nc2ccccc2n1CCCOc1ccccc1	0.6	42.7	1.61	20.8	0.206	85.6	0.9	20.0	-20.0	104.6
COc1cc(/C=C2/SC(=S)N(CC(=O)Nc3cccnc3)C2=O)cc(OC)c1OC	1.1	-7.2	1.06	4.2	-0.684	94.5	5.7	-4.5	4.5	94.9
COc1ccc(Nc2nc3ccccc3n3nnnc23)cc1	1	-2.5	1.12	7.8	-0.135	98.3	-2.8	-6.7	6.7	102.5
COc1ccc(S(=O)(=O)N(C)CC(=O)Nc2c(F)cccc2F)cc1	1	-4.7	1.04	-2.7	0.0229	102.0	3.9	4.9	-4.9	96.4
CCC(C)NC(=S)N1CCN(C)CC1 (stereo unspecified)	1	-2.3	1.09	3.9	-1.4	98.6	6.0	-1.2	1.2	94.0
CC(O)Cn1cnc2c1c(=O)n(C)c(=O)n2C (stereo unspecified)	1.1	-5.8	1.39	3.3	x	99.2	0.8	7.5	-7.5	99.2
CN1CCN(S(=O)(=O)c2ccc(=O)[nH]c2)CC1	1	-4.2	1.11	4.7	x	98.9	0.4	12.8	-12.9	99.7
NC(=O)c1c(-c2cccs2)csc1N	1.1	-8.7	0.83	2.0	x	101.2	-2.5	-12.9	12.9	102.2
CCc1ccccc1NC(=O)Cc1cn(C)c2ccccc12	1	-3.2	0.92	-9.1	-1.35	120.6	9.3	4.6	-4.6	90.8
Cc1nnc(NC(=O)CSc2nc(C(C)C)nc3ccccc23)s1	1	0.9	2.74	6.8	x	102.3	7.1	0.4	-0.4	99.9
Cc1cc(C)cc(N2C(=O)CC(n3nc(C)cc3C)C2=O)c1 (stereo unspecified)	1.1	-9.4	1.24	-3.2	-0.171	108.0	-0.3	17.2	-17.2	100.2
CCCCCCCCn1cnc2c(N)c(C)c(C)cc21	1	-2.2	4.54*	0.0	x	104.8	-13.2	-6.4	6.4	111.9
COc1ccc(CN(C)CC(=O)NC(=O)NCc2ccccc2)cc1OC	1	-3.9	1.08	-0.9	x	100.0	1.3	-6.7	6.7	98.9
O=c1oc2c(CN3CCCCC3)c(O)ccc2c2c1CCCCC2	1.1	-5.1	1.01	2.1	-0.0428	103.7	5.4	16.5	-16.5	95.5
O=C(c1ccc(S(=O)(=O)N2CCOCC2)cc1)N1CCCc2ccccc21	1	-0.9	0.86	-12.3	x	114.5	17.8	10.8	-10.8	83.7
CC(Sc1ccc2c(c1)OCCO2)C(=O)Nc1ccc2c(c1)OCO2 (stereo unspecified)	1	-2.3	1.18	15.7	x	92.8	-0.2	15.7	-15.7	100.1
O=C(N/N=C/c1cccnc1)c1cc(-c2cccs2)nc2ccccc12	0.9	9.6	1.11	-2.6	0.0829	100.8	-0.9	-9.0	9.0	101.0
COc1cc(/C=N/NC(=O)c2ccncc2)ccc1OC(=O)c1ccccc1Cl	1	-2.3	0.91	0.7	-0.00985	101.4	-0.5	8.8	-8.8	101.0
O=C(NC1CCS(=O)(=O)C1)/C(=C\c1ccc(F)cc1)NC(=O)c1ccccc1 (stereo unspecified)	1.1	-7.3	1.22	8.6	0.632	97.5	-0.7	9.1	-9.1	100.6
COc1cc(OC)cc(C(=O)NCCOC23CC4CC(CC(C4)C2)C3)c1	1	-3.2	1.14	-6.1	0.44	107.1	1.8	1.2	-1.2	96.6
CN1CCN(CCCNC(=O)C2CC(=O)N(C3CCCCC3)C2)CC1 (stereo unspecified)	1	-3.5	2.02	0.1	x	103.0	-9.5	15.1	-15.1	108.7
